GLP1R inv ag: GLP-1 receptor (human) inverse agonism; P43220; HEK293 GLP-1R CRE-luciferase, luminescence, 24 h; GLP-1R form is constitutively active; Potency, µM (series often up to 38.3 µM), for the others: at the highest dose activity change, negative = inhibition, actives largely listed as inhibitors; 1.6% of 410,000 active; note: % is set by controls: 0 for no effect and ±100 for the full control effect; nearly all actives have a fitted effect of over 55% in size
Target sequence (P43220 whole entry, looked up): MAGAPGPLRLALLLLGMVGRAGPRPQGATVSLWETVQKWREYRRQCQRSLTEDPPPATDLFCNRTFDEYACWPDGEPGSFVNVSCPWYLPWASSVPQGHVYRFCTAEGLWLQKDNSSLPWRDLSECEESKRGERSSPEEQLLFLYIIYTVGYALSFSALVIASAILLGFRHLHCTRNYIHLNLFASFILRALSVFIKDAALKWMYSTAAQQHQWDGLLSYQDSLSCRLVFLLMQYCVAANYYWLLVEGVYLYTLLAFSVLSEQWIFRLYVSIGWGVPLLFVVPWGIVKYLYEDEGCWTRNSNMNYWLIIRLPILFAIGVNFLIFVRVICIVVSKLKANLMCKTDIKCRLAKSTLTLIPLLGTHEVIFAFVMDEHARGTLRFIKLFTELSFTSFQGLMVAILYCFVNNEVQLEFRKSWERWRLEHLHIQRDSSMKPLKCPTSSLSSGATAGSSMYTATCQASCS
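Inverse agonists were sought by their lowering of basal cAMP reporter luciferase output in HEK293 cells stably carrying constitutively active human GLP-1R, after 24 h compound treatment.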
GLP-1R agonist: activates the human GLP-1 receptor | P43220 | HEK293 GLP-1R CRE-luciferase, luminescence, 4-6 h; cells express a hypersensitive GLP-1R form | Potency, µM (series often up to 45.6 µM), inactives show top-dose activation, actives largely listed as activators | 0.007% of 380,000 active | AID 624172; note: % of control where 0% means no effect
HT1080-NT tox: kills 2HG-producing HT-1080-NT fibrosarcoma cells; HT-1080-NT fibrosarcoma viability, CellTiter-Glo ATP luminescence, 48 h; Potency, µM (titrated, usually from 46.1 µM), without a hit: at the highest dose activity, negative = less viability, usual class: cytotoxic; 1.6% of 360,000 active; AID 686970;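 note: NT is the 2HG producing partner of a matched IDH1 knockdown line; 0% = DMSO-treated cells and -100% = media-only wells without cells; nearly all actives have a fitted effect of over 55% in size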
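HT-1080-NT fibrosarcoma cells (2HG-overproducing), 750 cells/well in RPMI with 5% FBS, dosed after 2 h and incubated 48 h at 37C. CellTiter-Glo luminescence normalized to DMSO and no-cell wells; concentration-response curves fitted and classed.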
SW480 rereplic: induces DNA re-replication in SW480 colon adenocarcinoma cells; SW480 DNA re-replication, Hoechst DNA content imaging, 48 h; Potency, µM (highest dose often 46.1 µM), without a hit: at the highest dose re-replication activation, hits mostly activators; 1.8% of 340,000 active; AID 624297; note: % of control where 0% means no effect; nearly all actives have a fitted effect of over 55% in size
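Quantitative HTS format with DMSO vehicle controls; 48 hr drug incubation at 37 C, then 40 min Hoechst staining and scanning imager measurement at 405 nm excitation.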
HT1080 IDH1KD tx: kills HT-1080 cells with IDH1 knockdown; HT-1080 IDH1 knockdown viability, ATP luminescence, 48 h; Potency, µM (doses to about 46.1 µM), inactives show top-dose activity, negative = toxicity, usual class: cytotoxic; 2% of 360,000 active; AID 686971;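 note: 0% = DMSO wells and -100% = cell-free medium wells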
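Assay cells: HT-1080 with IDH1 knockdown, 750 per well, RPMI/5% FBS. Exposure: 48 h at 37 °C following 2 h pre-incubation. Read: CellTiter-Glo luminescence; fitted concentration-response, curve class assigned.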
TDP-43 yeast inh: rescues yeast growth from TDP-43 toxicity; 1.8% of 410,000 active; Potency, µM (series often up to 46.1 µM), for the others: at the top dose growth rescue (activation), hits mostly activators; TDP-43 expressing yeast growth rescue, BacTiter-Glo, 24 h; AID 652104; note: % of control where 0% means no effect; nearly all actives have a fitted effect of over 50% in size
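Galactose-induced TDP-43 yeast, OD600=0.02, compound pinned; 24 hr, 30 deg C; BacTiter-Glo luminescence for growth. Inhibitors of TDP-43 toxicity read as activators.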
GLP1R cytotox: cytotoxicity in counter-screen for GLP-1R inverse agonists; AID 624418; HEK293 cAMP-luciferase reporter cells, luminescence, 24 h; Potency, µM (titrated, usually from 38.3 µM), without a hit: at the highest dose activity change, negative = inhibition, actives largely listed as inhibitors; 0.13% of 410,000 active;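 note: loss of luciferase light is scored as toxicity; % is set by controls: 0 for no effect and ±100 for the full control effect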
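To flag toxic compounds, the library was rerun on cells for 24 hr at 37 deg C and 5% CO2. Viability-linked luminescence was captured 12 min after adding luciferase detection reagent.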
KB-V1 cytotox: KB-V1 MDR subline cytotoxicity. KB-V1 MDR cells viability, CellTiter-Glo, 72 h. Potency, µM (titrated, usually from 46.1 µM), for the others: at the highest dose activity change, negative = cytotoxicity, actives largely listed as cytotoxic. 3.4% of 400,000 active. AID 1347076; note: % is set by controls: 0 for no effect and ±100 for the full control effect; nearly all actives have a fitted effect of over 60% in size
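Cytotoxicity toward P-gp-expressing KB-V1 cells was determined as loss of CellTiter-Glo luminescence after 72 h at 37 degrees C. Compounds were tested in quantitative HTS format across a concentration range, with curves fitted to normalized data.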
KB-3-1 tox: KB-3-1 parental cell cytotoxicity | KB-3-1 viability, CellTiter-Glo ATP luminescence, 72 h | Potency, µM (top dose mostly 46.1 µM), inactives show at the top dose activity change, negative = cytotoxic, hits mostly cytotoxic | 1.4% of 400,000 active | AID 1347075; note: % is set by controls: 0 for no effect and ±100 for the full control effect; nearly all actives have a fitted effect of over 60% in size
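Cytotoxicity measured as CellTiter-Glo luminescence after 72 h at 37 C. Compound titrations were pinned onto drug-naive KB-3-1 parental adenocarcinoma cells grown in DMEM with 10% FBS, and normalized data fitted to concentration-response curves.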
The depositor's hits bear a star; ? = inconclusive; . = not tested or not shown; & = joins results of further samples; ! = a repeat was not active; [ ] = remark or other dose. Calls come from the whole dose curve; as a rule, active = well fitted curve in the direction sought with a large enough effect; inconclusive = small, poorly fitted or top-dose-only effect, or another doubt; inactive = no such curve, though single readings can be large; an effect the other way counts as inactive or inconclusive. Potency is the fitted concentration of half-maximal effect.

SMILES	GLP1R inv ag	GLP-1R agonist	HT1080-NT tox	SW480 rereplic	HT1080 IDH1KD tx	TDP-43 yeast inh	GLP1R cytotox	KB-V1 cytotox	KB-3-1 tox
CCOc1ccc(CCNC(=O)Cn2nnc(-c3ccc(C(F)(F)F)cc3)n2)cc1OCC	6%	-2%	.	.	.	14%	-5%	11%	8%
Cc1ccc(OCC(=O)NC(=S)Nc2cccc(NC(=O)c3ccccc3Cl)c2)cc1	21%	0%	9%	1%	2%	14%	-11%	5%	10%
Cc1nc(SCC(=O)NC(C)c2ccccc2)c2oc3ccccc3c2n1 (configuration not stated)	18%	0%	11%	1%	11%	14%	-15%	5.2µM*	0%
O=C1NC(Cc2ccc(O)cc2)c2nc3cc(Cl)ccc3c(=O)n2-c2cc(Cl)ccc21 (configuration not stated)	-12%	8%	-23%	4%	?	-3%	-7%	9%	?
CCOc1ccc(CCNC(=O)/C=C/c2ccco2)cc1OCC	75%[activator]	3%	10%	5%	1%	15%	1%	3%	13%
Cc1cccc(C2c3[nH]c4ccccc4c3CCN2Cc2cccn2-c2ncccn2)c1 (configuration not stated)	?	6%	?	22%	?	-7%	?	?	-8%
Cc1ccc(NC(=O)Cn2cc([N+](=O)[O-])nc2C)cc1C	14%	-6%	2%	?	-1%	10%	-31%	-1%	-3%
CC(C)(C)NC(=O)NC(=O)CN1CCN(Cc2ccccc2)CC1	-14%	-4%	2%	-42%[inhibitor]	-7%	-7%	-5%	-6%	0%
COc1cccc(NC(=S)N(CCCN2CCCC2)Cc2cccn2Cc2ccc(Cl)cc2)c1	?	5%	21µM*	?	18µM*	-3%	0%	?	?
Cc1cc2c(nn1)CCC/C2=N\O	-3%	-8%	-1%	-6%	3%	9%	13%	?	3%
Cc1cc2c3c([nH]c2cc1S(=O)(=O)NCc1ccc(CN2CCCCCC2)o1)CCCC3=O	-1%	6%	-11%	-41%[inhibitor]	-1%	-30%	-21%	29%	-21%
COc1ccc(C(=O)N2CCN(Cc3ccccc3C(F)(F)F)CC2)cc1	?	0%	0%	0%	0%	-2%	-2%	0%	-4%
CC(C)N1CCN(C(=O)c2ccc(OC3CCN(CCc4ccccc4)CC3)cc2)CC1	?	1%	-4%	?	-9%	-13%	?	-27%	?
CCOC(=O)c1[nH]c2c(c1Cc1ccccc1C)C(=O)CC(c1ccccc1)C2 (configuration not stated)	?	.	.	.	.	-3%	-10%	-14%	-23%
CN(c1ccc(OCc2ccc([N+](=O)[O-])cc2)cc1)S(=O)(=O)c1ccccc1	?	19%	-12%	-6%	-8%	5%	-1%	-14%	-9%
CC(OC(=O)CCNS(=O)(=O)c1cccs1)C(=O)Nc1ccc(S(N)(=O)=O)cc1 (configuration not stated)	3%	-4%	6%	-12%	6%	7%	-19%	12%	17%
CC(=O)Nc1ccc(/C=C2\CCc3ccccc3C2=O)cc1	-18%	-2%	23µM*	-2%	?	35µM*	-4%	?	13%
COC(=O)C1=CN(Cc2ccc(OC)cc2)C=C(C(=O)OC)C1c1cc(OC)c(OC)c(OC)c1	?	5µM*	-22%	-87%[inhibitor]	-20%	-8%	248%[activator]	-1%	-7%
Cc1ccn2c(Nc3ccccc3C)c(-c3ccncc3)nc2c1	?	-13%	-1%	?	7%	4%&17%	4%&-8%	23µM*!	0%&19%
CCSC1=C(C#N)C(c2cccs2)C(C(=O)OC)=C(C)N1 (configuration not stated)	?	0%	1%	11%	9%	15%	18%	21µM*	-23%
Cc1ccc(C23OC(=O)C(C)(C)C2OC(=O)C3(C)C)cc1 (configuration not stated)	-19%	0%	-4%	-2%	-4%	-4%	-20%	10%	0%
O=C(CN1C(=O)c2cccnc2C1=O)c1ccccc1	-3%	-9%	8%	-15%	-1%	0%	-9%	3%	4%
O=C(N/N=C/c1coc2ccccc2c1=O)c1ccccc1	9%	1%	-3%	5%	0%	?	20%	1%	0%
Cc1noc(/C=C/N(C)C)c1S(=O)(=O)N1CCCC(C(=O)N2CCc3ccccc32)C1 (configuration not stated)	12%	-2%	27%	2%	-8%	-1%	-6%	14%	1%

Grouped by structure: those above with an aryl methoxy group.
SMILES	GLP1R inv ag	GLP-1R agonist	HT1080-NT tox	SW480 rereplic	HT1080 IDH1KD tx	TDP-43 yeast inh	GLP1R cytotox	KB-V1 cytotox	KB-3-1 tox
COc1cccc(NC(=S)N(CCCN2CCCC2)Cc2cccn2Cc2ccc(Cl)cc2)c1	?	5%	21µM*	?	18µM*	-3%	0%	?	?
COc1ccc(C(=O)N2CCN(Cc3ccccc3C(F)(F)F)CC2)cc1	?	0%	0%	0%	0%	-2%	-2%	0%	-4%
COC(=O)C1=CN(Cc2ccc(OC)cc2)C=C(C(=O)OC)C1c1cc(OC)c(OC)c(OC)c1	?	5µM*	-22%	-87%[inhibitor]	-20%	-8%	248%[activator]	-1%	-7%

Structural class: the entries above containing fluorine.
SMILES	GLP1R inv ag	GLP-1R agonist	HT1080-NT tox	SW480 rereplic	HT1080 IDH1KD tx	TDP-43 yeast inh	GLP1R cytotox	KB-V1 cytotox	KB-3-1 tox
CCOc1ccc(CCNC(=O)Cn2nnc(-c3ccc(C(F)(F)F)cc3)n2)cc1OCC	6%	-2%	.	.	.	14%	-5%	11%	8%
COc1ccc(C(=O)N2CCN(Cc3ccccc3C(F)(F)F)CC2)cc1	?	0%	0%	0%	0%	-2%	-2%	0%	-4%

Additional structures.
SMILES	GLP1R inv ag	GLP-1R agonist	HT1080-NT tox	SW480 rereplic	HT1080 IDH1KD tx	TDP-43 yeast inh	GLP1R cytotox	KB-V1 cytotox	KB-3-1 tox
CCN(CC)C(=O)c1sc(N2C(=O)Nc3ccccc3N2O)c(C(=O)OC)c1C	22%	0%	9%	-3%	11%	-2%	2%	-10%	-2%
O=[N+]([O-])c1ccc(NS(=O)(=O)c2ccc(Cl)c(Cl)c2)cc1	-34%	-7%	16µM*	.	18µM*	-93%[inhibitor]	-33%	?	?
NC(=O)N=Nc1c(O)n(Cc2ccccc2)c2ccc(Br)cc12	15%	26%	-14%	?	-29%	10%	-18%	?	-9%
COc1cccc(OC)c1C(=O)NCCOc1cc(C)cc(C)c1	12%	9%	0%	2%	2%	1%	-2%	-2%	8%
CN1c2ccccc2C(C)(C)C12CC(CCl)=NO2 (configuration not stated)	-12%	6%	1%	-2%	9%	-1%	7%	2%	0%
O=C(/C=C\c1ccc2c(c1)OCO2)NC1(C(=O)Nc2ccc3c(c2)OCO3)CCCCC1	?	11%	-22%	4%	4%	-13%	1%	-3%	0%
COCCN1C(=O)C(CC(=O)Nc2ccccc2)SC1=Nc1ccc(OC)cc1 (configuration not stated)	?	7%	-13%	-4%	-13%	-10%	-13%	-3%	-4%
COc1ccc(NS(=O)(=O)c2ccc(N3CCOCC3)c(NC(=O)c3ccccc3Br)c2)cc1	-18%	10%	-9%	?	-5%	-9%	-5%	4%	-4%
CC(=O)Nc1ccc(S(=O)(=O)NCCC(=O)NNC(=O)c2ccccc2O)cc1	-3%	-1%	5%	-3%	15%	23%	5%	-28%	8%
CC(C)OC(=O)CSc1nnc(-c2cnccn2)n1-c1ccc(Cl)cc1	8%	1%	-1%	-10%	-4%	10%	0%	-14%	9%
CC1=C(C(N)=O)C(c2ccc(F)cc2)n2nc(-c3ccc(N(C)C)cc3)nc2N1 (configuration not stated)	2%	.	.	.	.	30%[9.22 µM]	12%	22%	2%
COc1ccc(C2=NC(CO)(CO)CO2)cc1	-1%	7%	3%	-16%	7%	-11%[0.397 µM]	-14%	-6%	-2%
CCc1nc(N)c(C#N)c(-c2ccncc2)c1C	63%[activator]	16%	9%	-8%	1%	12%	-1%	-32%	-4%
Cc1ccc(S(=O)(=O)N(C)C)cc1NC(=O)COC(=O)c1c(C)noc1C	3%	5%	12%	-5%	-2%	10%	0%	13%	0%
Cc1cc(C)cc(NC(=S)NCCCN2CCOCC2)c1	11%	6%	7%	-5%	9%	5%	1%	7%	?
COC(=O)c1c(C(=O)OC)c(-c2ccc(C)cc2)n2c1CS(=O)(=O)C2	8%	-2%	-3%	-8%	-4%	-10%	3%	-18%	-3%
N#Cc1c(F)cccc1NCc1cccs1	-26%	9%	-4%	-1%	-9%	28%	15%	3%	4%
COc1ccccc1NS(=O)(=O)c1ccc2[nH]c(=S)oc2c1	-4%	29%	3%	8%	-1%	-3%	-2%	0%	-3%
CN(NS(=O)(=O)c1ccc(Cl)cc1)c1cnn(C)c(=O)c1Cl	15%	-1%	5%	-2%	1%	3%	-12%	4%	-1%
CCc1cccc(C)c1NC(=O)CCCn1c(C)c2cnn(-c3ccccc3)c(=O)c2c1C	?	.	.	.	.	9%	-5%	-11%	-13%
CN(CC#CC(O)(c1ccccc1)c1ccccc1)C(C)(C)C	?	2%	-12%	-2%[9.22 µM]	-4%	12%	0%	-4%	-3%
COC(=O)C1=C(C)NC(=O)NC1c1ccc2c(c1)OCO2 (configuration not stated)	-8%	-7%	1%	0%	9%	-3%	4%	3%	4%
NC(=O)c1ccc(NC(=O)COC(=O)c2c[nH]c3ccccc23)cc1	8%	4%	-19%	?	?	-21%	15%	-13%	0%
O=C(CCNS(=O)(=O)c1ccccc1)OCC(=O)c1ccc[nH]1	10%	-3%	1%	0%	15%	-3%	7%	?	-1%

Arranged by value in GLP1R inv ag (low to high): some entries from above.
canonical_smiles	GLP1R inv ag
COC(=O)C1=C(C)NC(=O)NC1c1ccc2c(c1)OCO2 (configuration not stated)	-8%
Cc1ccc(S(=O)(=O)N(C)C)cc1NC(=O)COC(=O)c1c(C)noc1C	3%
COC(=O)c1c(C(=O)OC)c(-c2ccc(C)cc2)n2c1CS(=O)(=O)C2	8%

Compound activity from PubChem.
